# Source: PubChem
# GAA glycogen – inhibitors or activators of human alpha-glucosidase glycogen cleavage. P10253. recombinant GAA, glycogen substrate, Amplex Red glucose oxidase fluorescence. Potency, µM (series often up to 76.4 µM), inactives show top-dose activity change, negative = inhibition, usual class: inhibitors. actives 0.38% (n = 300,000);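 further: 0% = full enzyme reaction and -100% = no-enzyme basal signal; the screen sought inhibitors and activators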
#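 Natural-substrate format: glycogen cleavage by 4 nM human enzyme, glucose read by Amplex Red coupling (Ex 573, Em 610 nm). Normalized to enzyme and no-enzyme controls.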
# HTT ATP protect – cytoprotection in Huntington HTT-Q103 PC12 cell model | PC12 HTT-Q103 induced, cytoprotection, ATP luminescence, 40 h | Potency, µM (doses to about 56.4 µM), for the others: cytoprotection (ATP increase), hits mostly activators | actives 0.14% (n = 230,000) | AID 1471;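 further: % of control where 0% means no effect; nearly all actives have a fitted effect of over 45% in size; toxic huntingtin expression switched on by the ecdysone agonist tebufenozide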
#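 Stable PC12 Q103-GFP cells in serum-supplemented, phenol red-free DMEM; induction by tebufenozide at 100 nM final; compound dose series; cell viability quantified luminescently from ATP.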
# HTT aggregate – inhibitors of mutant huntingtin aggregate formation in PC12 cells; PC12 HttQ103-GFP aggregates, Acumen cytometry, 40 h; Potency, µM (series often up to 46.1 µM), without a hit: top-dose activity change, negative = inhibition, actives largely listed as inhibitors; actives 1.1% (n = 220,000); further: on the % scale 0 is the no-effect control and ±100 the full control effect; nearly all actives have a fitted effect of over 60% in size
#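 Inducible Q103 Huntingtin exon 1–GFP PC12 line, 1500 cells/well in phenol red free DMEM with 5% equine and 5% calf serum. Tebufenozide 100 nM induced expression; compounds titrated; aggregates quantified by cytometry.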
# aGlu spleen mod – lysosomal alpha-glucosidase (human) modulation; P10253; human spleen homogenate, 4-MU-alpha-glucoside fluorescence; Potency, µM (highest dose often 79.9 µM), for the others: at the highest dose activity change, negative = inhibition, most hits filed as inhibitors; actives 0.006% (n = 240,000);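 further: 0% = enzyme with vehicle and -100% = no enzyme basal signal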
#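 Human spleen homogenate (1 ug) with 4-methylumbelliferyl-alpha-D-glucopyranoside (1 mM final) in 50 mM citrate/phosphate pH 5.0, 0.01% Tween-20; 40 min at 37 C. Stopped at pH 10; 4-MU fluorescence Ex 365/Em 440 nm; AC50 by Hill fit.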
# IMPase Li cell – membrane-permeable IMPase blocker, potentiated with lithium; CHO-M1 cells, IP1 TR-FRET (IP-One), carbachol + lithium; Potency, µM (doses to about 59.4 µM), inactives show at the top dose activity, negative = IMPase inhibition, actives largely listed as inhibitors; actives 0.35% (n = 210,000);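 further: IP1 builds up when IMPase is blocked and the TR-FRET signal falls; plate controls were basal vehicle for no effect and high inhibitor control for full effect; nearly all actives have a fitted effect of over 50% in size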
#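 Concentration–response in CHO-M1 cells, lithium-potentiated; 30 min at 37C. IP1 detected by competitive TR-FRET after 10 min lysis at RT. Hill-fitted AC50.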
# GoLoco inh red – blocks human Gai1 binding to RGS12 GoLoco peptide, red readout; AID 880; actives 0.44% (n = 230,000); Potency, µM (top dose mostly 61.6 µM), for inactives: at the top dose activity, negative = inhibition, most hits filed as inhibitors; Gai1:RGS12 GoLoco peptide FP, rhodamine, 10 min; active means well fitted inhibition curve with a large enough effect, not every such curve was filed as active; inactive means no such curve, though single readings can be large or run the other way; further: on the % scale 0 is the no-effect control and ±100 the full control effect; nearly all actives have a fitted effect of over 30% in size; many of its hits are not listed in these tables
# Target sequence (P63096 whole entry, looked up): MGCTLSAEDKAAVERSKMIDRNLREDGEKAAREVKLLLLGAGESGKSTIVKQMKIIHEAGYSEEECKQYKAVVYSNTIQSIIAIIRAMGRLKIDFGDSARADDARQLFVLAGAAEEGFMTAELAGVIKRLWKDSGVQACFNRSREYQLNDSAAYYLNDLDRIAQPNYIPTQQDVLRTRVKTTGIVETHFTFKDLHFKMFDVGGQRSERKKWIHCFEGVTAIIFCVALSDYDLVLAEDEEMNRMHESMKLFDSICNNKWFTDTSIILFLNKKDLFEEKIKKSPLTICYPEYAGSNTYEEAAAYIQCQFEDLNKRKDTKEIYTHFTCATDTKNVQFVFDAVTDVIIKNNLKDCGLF
# GAA inhib – alpha-glucosidase (human) inhibition; actives 0.005% (n = 200,000); AID 1466; Potency, µM (doses to about 76.9 µM), without a hit: at the highest dose activity change, negative = inhibition, actives largely listed as inhibitors; purified human GAA, 4-MU-alpha-glucoside fluorescence;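 further: plate controls were uninhibited enzyme wells for no effect and no-enzyme background for full effect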
#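 qHTS format, compound range up to 77 uM. Human lysosomal enzyme at 4 nM, 400 uM 4-MU glucoside substrate, pH 5.0, 20 min room temperature; fluorescence after alkaline stop gives activity normalized to controls.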
# The depositor's hits bear a star; ? = inconclusive; nt = not tested or not shown; [ ] = remark or other dose. Unless noted, the call rests on the fitted dose curve; in most records, active means well fitted curve in the direction sought with a large enough effect; inconclusive means small, poorly fitted or top-dose-only effect, or another doubt; inactive means no such curve, though single readings can be large; an effect the other way counts as inactive or inconclusive. Potency means the concentration at half of the fitted maximal effect. Not all compounds are listed (hit frequency here may not be typical).
canonical_smiles	GAA glycogen	HTT ATP protect	HTT aggregate	aGlu spleen mod	IMPase Li cell	GoLoco inh red	GAA inhib
CCCOc1cccc(-c2nn(-c3ccccc3)cc2/C=C(\C#N)C(=O)NCCCn2ccnc2)c1	-11%	-9%[10 µM]	-21%	-17%	11%	9%	-9%
CCNC(=O)COC(=O)c1[nH]c(C)c(C(=O)OC)c1C	-1%	-4%[10 µM]	-9%	12%	0%	6%	8%
Cc1nc(SCc2ccccc2C)n[nH]1	-1%	-1%[0.074 µM]	0%	-9%	19%[38.3 µM]	11%	-3%
COCc1c(CCl)cnc(C)c1O	5%	39%[10 µM]	12%[9.22 µM]	-6%	-2%	5%	13%
Cc1ccc2[nH]c(C)c(CCNC(=O)NC3CCCCC3)c2c1	-1%	-12%	-3%	nt	-1%	-9%	-2%
c1cncc(CNc2cc(-c3ccoc3)ncn2)c1	nt	-9%	nt	-8%	-8%	13µM*	nt
CNc1oc(-c2ccco2)nc1C#N	?	3%	-11%	-5%	12%[38.3 µM]	4%	-2%
CC(=O)Nc1ccc(Nc2cc(C)nc3c(-c4ccccc4)cnn23)cc1	14%	-15%[10 µM]	4%	-2%	3%	0%	-10%
CC(CC(=O)Nc1ccc(Cl)c([N+](=O)[O-])c1)c1ccccc1 (centres undefined)	-9%	4%	?	-9%	17%[38.3 µM]	3%	-4%
COc1ccc(Br)cc1/C=C/C(=O)Nc1ccc(C)cc1	-2%	-13%[10 µM]	-28%	-12%	9%	10%	-11%
CC(C)Oc1cccc(C(=O)C2CCCN(S(=O)(=O)C(C)C)C2)c1 (centres undefined)	9%	13%[10 µM]	13%[9.22 µM]	5%	12%	7%	4%
c1ccc(NCc2nc(-c3ccccc3)no2)cc1	-6%	-9%[0.074 µM]	-3%	-11%	20%[38.3 µM]	7%	-4%
COc1ccc2nc(Nc3nc(C)c(C(C)=O)s3)sc2c1	8%	-48%[inhibitor]	-9%	-8%	27%[38.3 µM]	-14%	?
O=C1N(C2CCCC2)C[C@@H]2C[C@@H](c3cn[nH]c3-c3ccc(Cl)cc3)N3CCC[C@@]123	-6%	10%[10 µM]	-7%[9.22 µM]	5%	3%	14%	-3%
CN(C)c1ccc(NC(=O)CC(NCc2ccccn2)C(=O)O)cc1 (centres undefined)	-7%	nt	8%	-2%	3%	6%	-4%
O=C(CSc1nc2c(c(C(F)(F)F)n1)CCc1ccccc1-2)NCc1ccc(F)cc1	2%	6%[10 µM]	-5%	4%	1%	1%	2%
COc1ccc2nc(C)cc(SCC(=O)N/N=C/c3ccc(O)c(O)c3)c2c1	7µM*	nt	-5%	0%	14%	12%	-12%
CN1c2ccccc2C(C)(C)[C@]12C=Cc1cc(O)ccc1O2	7.9µM*	-5%	-1%	-6%	53%[activator][38.3 µM]	67%[activator]	-5%
Cc1ccc(S(=O)(=O)NCCCNc2ccc([N+](=O)[O-])cc2)cc1	-6%	4%[10 µM]	4%[9.22 µM]	5%	21%	14%	?
O=C(CSc1nnc(-c2csc3c2CCCC3)o1)Nc1ccccc1	11%	-107%[inhibitor]	-7%	3%	-4%[38.3 µM]	1%	-3%

# The list continues.
canonical_smiles	GAA glycogen	HTT ATP protect	HTT aggregate	aGlu spleen mod	IMPase Li cell	GoLoco inh red	GAA inhib
CC(CNC(=O)c1cccs1)c1ccc([N+](=O)[O-])cc1 (centres undefined)	-11%	-39%[inhibitor]	-18%	-5%	20%	-4%	-10%
CCC(=O)NNc1ncnc2ccccc12	-12%	7%[1.9 µM]	7%	-4%	0%	-9%	-6%
Brc1c(CSc2nc3ccccc3o2)nc2ncccn12	-17%	-24%	-7%[9.22 µM]	3%	5%[38.3 µM]	6%	7%
COc1ccc(C(NC(=O)C(C)(C)C)NC(=O)C(C)(C)C)cc1	9%	0%[10 µM]	5%	5%	1%	10%	1%
Cc1cc(Nc2ncc(Cl)cc2Cl)n(-c2ccccn2)n1	-8%	-3%	-10%	-2%	-20%[38.3 µM]	10%	-2%
NC(=O)CSc1nnc2n(-c3ccccc3)c(=O)c3c4c(sc3n12)CCCCC4	7%	-29%	12%	-1%	-9%[38.3 µM]	9%	-13%
CCCCOC(=O)c1ccc(NC(=O)c2ocnc2C)cc1	4%	-5%	-9%	3%	-5%[38.3 µM]	-2%	0%
COC(=O)c1ccccc1NC(=S)N1CCC(N2CCCCC2)CC1	-10%	-15%	6%	2%	-4%	-2%	0%
COc1cc(C)nc(Nc2nc(C)c(C(C)=O)s2)n1	11%	-21%	6%	-2%	nt	nt	1%
CCOC(=O)c1sc(NS(=O)(=O)c2ccccc2Cl)nc1C	0%	18%	?	-3%	14%[38.3 µM]	-9%	0%
CCOc1ccc(/C=N/OCC(=O)NC(c2ccccc2)c2ccccc2)cc1	-7%	nt	?	2%	8%	-6%	-5%
CN(C)c1ccc(C(=O)Nc2nc3c(s2)CCCC3)cc1	-7%	-44%[10 µM]	5%	0%	14%	-2%	?
COc1ccc(CNC(=O)CSCc2cnn(-c3ccccc3)c2-n2cccc2)cc1	-11%	-15%	-19%	-8%	17%[38.3 µM]	11%	-6%
O=C(Cn1c(=O)n(CCc2c[nH]c3ccccc23)c(=O)c2cccnc21)Nc1ccccc1F	-4%	nt	-6%	-5%	10%	10%	0%
Cc1cccc(-n2c(=S)[nH]c3nc4c(cc3c2=O)COC(C)(C)C4)c1	9%	20%[10 µM]	7%[9.22 µM]	-1%	nt	-1%	?
CCOCCCNC(=O)C(c1ccccc1)N(Cc1cccs1)C(=O)CNC(C)=O (centres undefined)	-5%	9%[10 µM]	-10%	-5%	0%	-1%	-9%
COc1ccccc1NC(=O)Cn1nc(-c2ccncc2)nc1SCC(=O)NC1CCCC1	0%	-8%	-1%	-7%	-5%	3%	-9%
S=c1[nH]nc(Cc2cccs2)n1-c1ccccc1Cl	-8%	-42%[inhibitor]	5%	1%	2%	1%	3%
Cc1cc(C(=O)OCC(=O)N2CCOCC2)ccc1[N+](=O)[O-]	-9%	-21%	-4%	-3%	-3%	7%	5%
COc1ccc(-c2cc3cc(OC)c(OC)cc3c(C)n2)cc1C	-3%	1%[10 µM]	-6%[9.22 µM]	3%	nt	10%	nt

# Some of these compounds in order of their number in GoLoco inh red, high to low:
canonical_smiles | GoLoco inh red
O=C(Cn1c(=O)n(CCc2c[nH]c3ccccc23)c(=O)c2cccnc21)Nc1ccccc1F | 10%
S=c1[nH]nc(Cc2cccs2)n1-c1ccccc1Cl | 1%
COC(=O)c1ccccc1NC(=S)N1CCC(N2CCCCC2)CC1 | -2%
CC(CNC(=O)c1cccs1)c1ccc([N+](=O)[O-])cc1 (centres undefined) | -4%
CCOc1ccc(/C=N/OCC(=O)NC(c2ccccc2)c2ccccc2)cc1 | -6%

# The main list resumes with the three entries that preceded the break.
# Values run as follows: GAA glycogen, HTT ATP protect, HTT aggregate, aGlu spleen mod, IMPase Li cell, GoLoco inh red, GAA inhib
S=c1[nH]nc(Cc2cccs2)n1-c1ccccc1Cl
    -8%, -42%[inhibitor], 5%, 1%, 2%, 1%, 3%
Cc1cc(C(=O)OCC(=O)N2CCOCC2)ccc1[N+](=O)[O-]
    -9%, -21%, -4%, -3%, -3%, 7%, 5%
COc1ccc(-c2cc3cc(OC)c(OC)cc3c(C)n2)cc1C
    -3%, 1%[10 µM], -6%[9.22 µM], 3%, nt, 10%, nt
FC(F)(F)c1cccc(/C=N/NC(=S)NC2CCCCC2)c1
    4%, -11%[10 µM], 32%, 0%, 1%, 8%, 3%
OC1(c2cccc(C(F)(F)F)c2)CCN(Cc2nnnn2Cc2ccccc2)CC1
    -6%, 12%[10 µM], -3%[9.22 µM], 4%, 5%, 10%, -12%
C=CCN(C(=O)Nc1ccc(F)cc1)C1CC(=O)N(c2ccc(OC)cc2)C1=O (centres undefined)
    4%, -18%[10 µM], -4%, -3%, 17%[38.3 µM], -4%, -10%
COc1ccccc1C(=O)NC(CCSC)C(=O)OCC(=O)c1ccc[nH]1 (centres undefined)
    7%, 6%[10 µM], -16%, -9%, 3%, 22%, 2%
O=C(O/N=C\c1ccc(N2CCCCC2)c([N+](=O)[O-])c1)c1c(F)cccc1F
    -4%, -15%, -16%, -5%, 11%[38.3 µM], -4%, 1%
c1ccc2c(Nc3nc4c(s3)CCCC4)cccc2c1
    -26%, -36%, -18%, -1%, 15%[38.3 µM], -1%, 6%
CC(C)(C)c1nn2cnnc2n(/N=C/c2ccc(O)cc2)c1=O
    -6%, 4%[10 µM], -1%, -8%, -2%, -5%, 3%
Cc1noc(C)c1COC(=O)COc1ccc(-c2ccccc2)cc1
    -10%, 12%[10 µM], 16%[9.22 µM], 6%, nt, 7%, 1%[15.4 µM]
CC(C)N1CCN(c2ccc(OC[C@@H]3CO[C@@](Cn4cncn4)(c4ccc(Cl)cc4Cl)O3)cc2)CC1
    nt, -20%[40.3 µM], 6%[20.6 µM], -1%[29.1 µM], 6%, -8%[21.6 µM], nt
CCN(C(=O)COC(=O)c1cc(-c2ccc(C)o2)nc2ccccc12)C1CCS(=O)(=O)C1 (centres undefined)
    -6%, -125%[inhibitor], -1%, nt, 10%, -21%, 2%
CCOC(=O)c1oc2cccc(O)c2c1CN1CCOCC1
    -3%, -9%[0.074 µM], 15%, -12%, -24%[38.3 µM], 1%, 7%
O=C(Nc1ccc(F)cc1)c1ccc(Cn2cnnn2)cc1
    -8%, 16%, 7%, 3%, 0%, 9%, 5%
CCOCCCNC(=O)C(c1ccc(Cl)cc1)N1CCC2(CC1)OCCO2 (centres undefined)
    2%, 1%, -11%, 4%, nt, nt, 11%
CC(C)(C)OC(=O)N[C@@H](Cc1ccccc1)C(=O)N1CCC(C(=O)O)CC1
    11%, 5%, 32%, -5%, -8%[38.3 µM], 7%, 3%
CSc1nc2ccc(NC(=O)c3cc4ccccc4o3)cc2s1
    -2%, 19%[10 µM], ?, 7%, nt, nt, -3%
